# High-throughput results deposited in PubChem by Broad Institute.
# CFTR F508del cor: CFTR F508del correction in bronchial cells | actives 0.36% (n = 350,000) | CFBE cells, YFP halide quenching; stimulated with forskolin plus potentiator P3; % fluorescence drop versus neutral controls | activity (quench increase), % at 7.58 µM;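 active = mean added fluorescence quench of at least 8% versus neutral control, with both replicates also reaching 8%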;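 note: cells transiently co-express mutant CFTR-F508del with the halide-sensitive YFP; corrector assay measuring rescue of mutant channel to the surface after 24 h compound exposure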
# esBAF inh: blocks esBAF chromatin remodeling in mouse ES cells | Bmi1-luciferase knock-in reporter, 24 h; 100% = twice the neutral-well signal | reporter increase, % at 12.5 µM | AID 602393 | actives 2% (n = 350,000); in the data active = activation above about 40%;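 note: 0% = median of the plate's neutral control wells and 100% = double that signal; a rise in the Bmi1 reporter signal indicates esBAF inhibition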
# GSIS activator: GLuc luminescence reporter in INS-1E cells, primary screen for activators of glucose-dependent secretion of insulin. INS-1E GLuc reporter insulin secretion, 2-3 h. activation, % at 16.6 µM. actives 0.61% (n = 370,000). AID 743287;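 active = lowest replicate activation of at least 40%, so every replicate reaches that level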;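 note: 0% = median of neutral control wells and 100% = median of IBMX positive control wells; some compounds called inactive have numbers as strong as hits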
# XiGFP reactiv: X-chromosome reactivation activator; XiGFP mouse fibroblasts, % GFP-positive cells imaging, 3 d; cells co-treated with 5-aza-dC sensitizer; scaled so ellipticine positive control = 100%; activation, % at 7.58 µM; actives 0.055% (n = 360,000); AID 743238;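 active = mean normalized replicate activation at least 10% and every replicate at or above 10%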;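 note: 0% = median of on-plate neutral control wells and 100% = ellipticine 6 µM median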
#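 Material: XiGFP fibroblasts, SV40-immortalized. Buffer or medium: DMEM plus 5-aza-dC sensitizer. Compound: single concentration per compound, delivered by pin transfer. Times: 3 days compound exposure. Controls: ellipticine 6 µM.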
# RAD52 anneal inh: blocks human RAD52 DNA annealing. P43351. inhibition, % at 18.7 µM. actives 0.46% (n = 360,000). recombinant RAD52 DNA annealing, FRET fluorescence. AID 651710;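 active = every replicate showing at least 50% inhibition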
# Target sequence (P43351 whole entry, looked up): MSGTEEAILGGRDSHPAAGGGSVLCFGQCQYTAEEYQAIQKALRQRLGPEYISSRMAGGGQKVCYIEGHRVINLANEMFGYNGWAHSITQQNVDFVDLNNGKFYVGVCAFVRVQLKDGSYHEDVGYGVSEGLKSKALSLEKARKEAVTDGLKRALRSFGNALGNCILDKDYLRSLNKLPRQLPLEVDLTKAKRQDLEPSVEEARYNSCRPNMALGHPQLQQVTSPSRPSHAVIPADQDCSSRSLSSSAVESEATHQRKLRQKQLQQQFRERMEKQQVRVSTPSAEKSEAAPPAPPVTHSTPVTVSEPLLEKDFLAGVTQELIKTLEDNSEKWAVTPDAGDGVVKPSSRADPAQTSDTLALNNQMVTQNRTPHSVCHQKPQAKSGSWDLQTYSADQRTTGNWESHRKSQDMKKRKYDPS
# ARNT TACC3 PPI: ARNT/TACC3 interaction disruption | Q9Y6A5 | AlphaScreen His-ARNT PAS-B/GST-TACC3 binding, luminescence; TACC3 fragment carries E629A point mutation | actives 0.66% (n = 390,000) | inhibition, % at 9.99 µM | AID 623870;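 active = mean inhibition of replicates at least 50% and at least half of replicates each reaching 50%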;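 note: 0% = complete ARNT plus TACC3 wells and 100% = ARNT alone without TACC3; many hits fall short of the cut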
# ERAP1 inh: ERAP1 (human) enzyme inhibition; actives 0.15% (n = 340,000); inhibition, % at 10.7 µM; recombinant ERAP1, Leu-AMC fluorescence, 60 min;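 active = mean replicate inhibition of at least 30%, or all replicates individually reaching that 30% level; inactive = mean below 30% and not every replicate reaching it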;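 note: 0% = neutral control wells and 100% = L-leucinethiol positive control wells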
# RAD54 inh: inhibitors of human RAD54 branch migration; AID 602329; inhibition, % at 10.4 µM; Q92698; actives 0.14% (n = 360,000); RAD54 Holliday junction branch migration, FAM/BHQ fluorescence;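 active = mean normalized replicate activity at least 40 and at least half of replicates scoring 40 or more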;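 note: 0% = median of neutral control wells and 100% = median of positive control wells; inhibitors cause a drop in the FAM fluorescence signal; in these data hits start at about 50%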
# Numbers without * were called inactive; / = no result given.
SMILES,CFTR F508del cor,esBAF inh,GSIS activator,XiGFP reactiv,RAD52 anneal inh,ARNT TACC3 PPI,ERAP1 inh,RAD54 inh
C[C@H](O)C#Cc1cnc2c(c1)C(=O)N([C@H](C)CO)C[C@H](C)[C@@H](CN(C)C(=O)c1ccc(F)cc1)O2,-0.8,-4,8,-0.3,1,-6,-1,-2
O=C(C[C@@H]1C[C@H]2c3cc(NC(=O)c4ccc5c(c4)OCO5)ccc3O[C@H]2[C@@H](CO)O1)NCCc1ccccc1,-0.4,10,12,0.0,0,-5,0,18
COc1ccccc1C(=O)OCC#CCSc1nnc(-c2cccc3ccccc23)o1,-4.5,3,-3,0.2,-9,-2,3,0
Cc1ccc(S(=O)(=O)N(C)C[C@@H]2OCCCC[C@@H](C)Oc3ccc(NC(=O)Nc4ccc(F)cc4)cc3C(=O)N([C@H](C)CO)C[C@H]2C)cc1,1.1,6,4,0.1,-23,1,2,7
COc1ccccc1OC(C)C(=O)N1CC(=O)Nc2ccccc21 (stereo not given),2.7,-1,10,0.0,-9,-5,-8,-2
C=CCNC(=O)/C(C#N)=C/c1ccc2c(c1)OCCO2,-0.6,/,-5,0.0,-13,-2,4,/
COc1ccc(CCNCCN2CCOCC2)cc1,1.1,3,9,0.1,-5,-5,-1,-8
CC(C)Oc1cccc(NC(=O)C2(C)CCCN(C)C2)c1 (stereo not given),2.5,10,14,0.1,-13,/,2,6
C[C@@H]1CN([C@H](C)CO)C(=O)c2c(c3ccccc3n2C)-c2ccccc2CO[C@H]1CN(C)Cc1ccc2c(c1)OCO2,4.7,/,-6,0.0,2,/,0,/
Cc1cccc(NC(=O)CNC(=O)c2cc(C3CC3)nn2-c2ccccc2)c1C,1.8,-1,0,-0.1,5,13,-2,-11
COc1ccc(C2=Nn3c(nnc3-c3ccccc3F)SC2)cc1OC1CCOC1 (stereo not given),11*,-19,45*,0.0,-20,22,4,-1
C[C@@H]1CN([C@H](C)CO)C(=O)Cc2cc(NC(=O)Nc3cccc4ccccc34)ccc2O[C@@H]1CN(C)CC1CC1,-0.7,4,0,-1.1,16,9,1,-7
CS(=O)(=O)c1nc(S(=O)(=O)c2ccc(Cl)cc2)c(N2CCN(CCO)CC2)s1,-1.5,1,12,0.1,-4,3,-3,5
COc1ccc(-c2nc(C#N)c(NCc3ccco3)o2)cc1,3.2,39,-8,-0.1,-14,5,-4,-2
C[C@@H]1CN([C@@H](C)CO)C(=O)c2cc(C3=CCCCC3)cnc2O[C@H]1CN(C)CC1CCOCC1,2.2,-4,14,0.0,6,4,-2,-6
Cc1ccc(OCc2nc(C#N)c(N3CCCCC3)o2)cc1,1.7,/,-13,-0.1,-2,33,2,/
COc1ccc(-c2csc(NC(=O)Cc3cc(OC)c(OC)c(OC)c3)n2)cc1OC,1.0,-49,8,0.3,3,5,3,-3
C[C@H](NC(=O)C[C@@H]1CC[C@@H]2[C@@H](COc3ccc(NC(=O)C4CCOCC4)cc3C(=O)N2C)O1)c1ccccc1,0.2,0,-6,0.1,-2,0,5,-5
CCOC(=O)Cn1c(=O)cc(C)c2ccccc21,3.9,/,8,0.2,-1,-6,6,/
O=C(/C=C\c1ccc2c(c1)OCO2)CC1(O)C(=O)Nc2ccccc21 (stereo not given),-5.8,11,18,0.0,-12,-5,3,1
Cc1cc(-c2n[nH]c(=S)n2Cc2ccccc2)cs1,/,1,15,-0.1,-4,-8,-3,/
CC(Sc1nc(-c2ccccc2)cs1)C(=O)Nc1ccc(Cl)cn1 (stereo not given),/,/,3,0.2,-14,5,1,/
CCN(C(=O)C12CC3CC(CC(C3)C1)C2)C1CCS(=O)(=O)C1 (stereo not given),0.0,1,59*,-0.1,-10,4,-6,-2
Clc1ccc(-n2nnc(-c3cccnc3Cl)n2)cn1,-0.8,52*,4,0.0,-7,5,2,-8
COc1ccccc1NS(=O)(=O)c1cc(NC(=O)C2CCC2)ccc1N1CCCCC1,-1.7,2,-7,0.0,-2,-2,-1,2

# Among those listed so far, these have two or more sulfur atoms.
SMILES,CFTR F508del cor,esBAF inh,GSIS activator,XiGFP reactiv,RAD52 anneal inh,ARNT TACC3 PPI,ERAP1 inh,RAD54 inh
CS(=O)(=O)c1nc(S(=O)(=O)c2ccc(Cl)cc2)c(N2CCN(CCO)CC2)s1,-1.5,1,12,0.1,-4,3,-3,5
Cc1cc(-c2n[nH]c(=S)n2Cc2ccccc2)cs1,/,1,15,-0.1,-4,-8,-3,/
CC(Sc1nc(-c2ccccc2)cs1)C(=O)Nc1ccc(Cl)cn1 (stereo not given),/,/,3,0.2,-14,5,1,/

# The list continues:
SMILES,CFTR F508del cor,esBAF inh,GSIS activator,XiGFP reactiv,RAD52 anneal inh,ARNT TACC3 PPI,ERAP1 inh,RAD54 inh
S=C(Nc1ccc(-c2nc3ccccc3[nH]2)cc1)Nc1cccnc1,-0.3,17,-7,0.2,-69,/,-4,-1
C[C@H]1CN([C@@H](C)CO)C(=O)Cc2cc(NC(=O)C3CC3)ccc2O[C@@H]1CN(C)Cc1ccncc1,-3.8,-1,4,0.8,7,-7,-2,5
O=S(=O)(c1ccc(Cl)cc1)c1cc(O)ccc1O,-3.5,-2,-3,0.0,13,-5,0,2
C=C[C@@]1(C)CCC(/C(C)=C/C=C/C(C)(C)O)C[C@@H]1C(=C)C (stereo not given in full),-0.6,2,/,0.0,-5,-19,0,-6
CO[C@@H]1CN(C)C(=O)c2cc(NC(=O)c3cnccn3)ccc2OC[C@H](C)N(C(C)=O)C[C@H]1C,1.9,4,11,0.0,-14,0,2,3
C[C@H]1CN([C@@H](C)CO)C(=O)c2cc(NC(=O)CCN3CCOCC3)ccc2O[C@@H]1CN(C)C,-0.6,-3,6,-1.4,-3,-3,0,7
Cc1ccccc1C(=O)N[C@H](C(=O)N1CCC[C@H]1C(=O)NCc1ccccc1)C(C)C,1.2,/,4,0.3,-8,/,-2,/
CCOC(=O)CC(=O)CSc1nc2ccc(C)cc2cc1C#N,1.6,34,13,/,-199,-1,1,-7
C=CCN(CC=C)S(=O)(=O)c1ccc2nc(NC(=O)C3CCCO3)sc2c1 (stereo not given),/,/,/,1.4,-16,16,6,/
O=S1(=O)[C@H]2C[C@H](CO)O[C@@]2(CO)CN1Cc1ccc(-c2ccc(F)cc2)cc1,-0.6,7,3,0.0,-9,-15,-4,16
COc1ccccc1OCCSc1nc2ccccc2n1CC(N)=O,1.8,2,/,0.2,-9,-27,-2,-4
CC(=O)c1ccc(NC(=S)NC(=O)/C=C/c2ccccc2)cc1,0.9,25,3,-0.1,-7,-2,0,7
C[C@@H]1CN([C@@H](C)CO)C(=O)c2cc(NC(=O)Nc3ccc(F)cc3)ccc2O[C@@H](C)CCCCO[C@H]1CN(C)Cc1ccccc1,0.5,-1,-22,-0.1,40,6,3,6
O=C(Nc1nnc(-c2ccco2)o1)c1ccc(Cl)s1,0.4,3,-10,0.1,-23,43,-3,4
O=C(Nc1nccs1)c1cnccn1,/,5,8,/,/,51*,/,17
CC(C)c1ccc(NC(=O)C2CCCN(S(=O)(=O)c3cccnc3)C2)cc1 (stereo not given),-0.3,-3,-13,0.1,-3,-3,-1,5
CN(C)CCCN(Cc1ccccc1)C(=S)Nc1cccc(C(F)(F)F)c1,/,/,-9,0.1,/,6,/,-9
O=C(Nc1ccccc1)Nc1nnc(Cc2ccccc2F)s1,-0.7,6,-2,0.4,-8,-3,/,-10
COc1ccc2[nH]c3c(=O)n(CCCC(=O)NC4CCC(C)CC4)c(=S)[nH]c3c2c1 (stereo not given),-1.4,1,-1,0.3,-9,1,1,6
COc1ccc(C(CNC(=O)Cc2ccccc2Cl)N2CCCCC2)cc1 (stereo not given),-1.8,-3,4,-0.1,-7,1,-5,4
COc1ccc(NC(=O)CSc2nnc(-c3ccccc3F)n2C2CC2)cc1S(N)(=O)=O,4.3,/,-3,0.0,-29,11,8,/
C[C@H]1CN([C@@H](C)CO)C(=O)c2cc(NS(C)(=O)=O)ccc2O[C@H]1CN(C)Cc1ccc(C(=O)Nc2ccccc2N)cc1,-1.8,-6,22,-0.5,-2,0,2,-6
CC(=O)Nc1ccc(S(=O)(=O)N2CCC(C(=O)NCCC(=O)NCc3ccncc3)CC2)cc1,2.6,2,7,0.0,-2,0,1,-3
COc1cccc(-c2c(-c3ccccc3OC)ncn2Cc2cccc(-c3ccccc3)c2)c1,0.2,/,-43,-0.1,-13,/,-3,/
O=C(C1CCN(S(=O)(=O)c2ccccc2)CC1)N1CCOCC1,-0.7,-8,-2,/,-5,-8,1,1
SMILES,CFTR F508del cor,esBAF inh,GSIS activator,XiGFP reactiv,RAD52 anneal inh,ARNT TACC3 PPI,ERAP1 inh,RAD54 inh
CO[C@H]1CN(C)C(=O)c2cc(NS(C)(=O)=O)ccc2OC[C@H](C)N(Cc2ccccc2)C[C@@H]1C,-0.3,2,8,0.0,1,3,-3,3
CCN(CC)CCSc1nc(O)c(-c2ccccc2)c(=O)n1-c1ccccc1,-1.3,-1,3,0.1,-15,-5,0,-6
CCc1sc(C(=O)Nc2cccnc2)cc1Br,-0.1,50*,-11,-0.1,-13,-10,3,2
CC(C)NC(=O)N(C)C[C@H]1Oc2ncc(C#CC3CC3)cc2C(=O)N([C@@H](C)CO)C[C@H]1C,4.2,3,-4,-0.5,11,10,1,-5
O=C(CCN1CCN(c2ccccc2F)CC1)Nc1ccccc1Cl,2.4,-3,-26,0.4,-15,1,-1,3
COc1ccc(-c2csc3ncnc(N4CCN(S(=O)(=O)c5cccc(C(F)(F)F)c5)CC4)c23)cc1,-4.1,/,0,0.3,-16,-6,1,/
Cc1nc(-c2cccs2)sc1C(=O)O,0.6,0,33,-0.1,-19,0,/,-6
O=C(O)CCN1C(=O)S/C(=C\c2cccnc2)C1=O,-4.4,/,1,0.1,-13,7,4,/
O=C(C[C@@H]1CC[C@H](NC(=O)Nc2cc(F)ccc2F)[C@@H](CO)O1)NCc1ccncn1,-3.0,5,8,0.3,-1,5,-3,5
O=C(CNc1cc(S(=O)(=O)N2CCOCC2)ccc1NCC1CCCO1)Nc1cccc(F)c1 (stereo not given),2.8,/,-15,-0.1,-23,7,-3,-1
CCNC(=O)[C@H]1[C@H](CO)[C@H]2Cn3c(ccc(-c4ccccc4)c3=O)[C@H]2N1Cc1ccc2c(c1)OCO2,-3.2,4,-6,0.1,-4,-1,-2,0
CC(C)NC(=O)N1[C@@H](C#N)[C@@H](c2ccc(-c3ccc(F)cc3)cc2)[C@@H]1CO,-1.4,-1,-13,0.0,2,11,1,5
NC(=S)c1ccc(OCCCc2ccccc2)cc1,-0.2,71*,3,0.0,-7,/,2,-1
COc1ccc(NC(=O)C2CCCN(c3ncccn3)C2)cc1 (stereo not given),-0.9,33,19,0.0,-3,2,2,8
N#C[C@@H]1[C@@H](c2ccc(-c3ccncc3)cc2)[C@@H](CO)N1C(=O)Cc1ccccc1,-4.0,-1,-7,1.5,2,-9,-3,-7
O=C(NCC[C@@H]1CC[C@H](NS(=O)(=O)c2cccc(F)c2)[C@H](CO)O1)C1CC1,-0.5,-4,-2,0.4,1,-11,3,-4

# Looked up above.
# C=CCNC(=O)/C(C#N)=C/c1ccc2c(c1)OCCO2 in GSIS activator is entered as -5
# C[C@@H]1CN([C@@H](C)CO)C(=O)c2cc(NC(=O)Nc3ccc(F)cc3)ccc2O[C@@H](C)CCCCO[C@H]1CN(C)Cc1ccccc1 in XiGFP reactiv is entered as -0.1
# O=C(CCN1CCN(c2ccccc2F)CC1)Nc1ccccc1Cl in esBAF inh is entered as -3
